High-throughput results (PubChem BioAssay)
hERG protect: compounds protecting human hERG from proarrhythmic drug block | Q12809 | CHO-hERG, FluxOR thallium flux, dofetilide IC70 present | activation (rescue from dofetilide block), less the hit threshold, % at 10 µM | hit rate 0.51% among 310,000;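 active = activation above the mean of controls blocked by dofetilide plus 5 SD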;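 note: thallium influx through hERG after potassium depolarization seen as dye fluorescence rise; in these data hits start at about 4.7%; inactives centre near -7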
GSK3B inh: blocks human GSK3beta kinase activity; P49841; GST-GSK3beta kinase, ADP-Glo luminescence, 60 min; stronger effect = lower value; activity score (negative = inhibition), % at 10 µM; hit rate 0.038% among 300,000; AID 2097;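 active = more than half of replicate wells score below -50%, meaning over 50% inhibition versus plate controls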;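 note: 0% = median DMSO wells and -100% = median GW8510 positive control wells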
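test system = GST-tagged human GSK3beta kinase, cell-free | reagent = 25 µM ATP with peptide substrate | dosing = one dose of 10 µM per compound | schedule = 60 min reaction, RT | detection = luminescent ADP-Glo measurement of ADP formed | control set = DMSO neutral wells and GW8510 at 20 µM as positive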
RGS4 block: human RGS4 inhibition | B-score at 10 µM | HEK293 M3R/RGS4 inducible, Fluo-4 calcium flux; stronger effect = higher value; triggered by carbachol at its EC20 | hit rate 0.45% among 310,000;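 active = B-score, a plate-corrected calcium signal, over three deviations above library mean, with baseline fluorescence within five deviations of library mean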;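 note: RGS4 expression induced by doxycycline in cells with stable M3 receptor; B-score is computed from the integrated fluorescence ratio over baseline after carbachol; higher B-score means a larger calcium signal and so more RGS4 inhibition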
Target sequence (P49798 whole entry, looked up): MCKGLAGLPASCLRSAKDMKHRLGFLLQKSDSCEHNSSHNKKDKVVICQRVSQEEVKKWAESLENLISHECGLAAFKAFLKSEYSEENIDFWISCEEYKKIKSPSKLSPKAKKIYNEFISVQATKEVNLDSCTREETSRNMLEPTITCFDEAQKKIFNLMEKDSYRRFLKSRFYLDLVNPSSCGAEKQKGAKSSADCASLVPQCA
KCNQ1 act: human KCNQ1 channel potentiation or activation. CHO-K1 KCNQ1, thallium flux FluxOR fluorescence; stronger effect = higher value. P51787. B-score at 10 µM. hit rate 0.35% among 310,000;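 active = fluorescence ratio B-score, a plate-corrected score, at least three library SD, with initial intensity B-score within 5 SD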
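System: Stable KCNQ1 CHO-K1 line | Incubation: 90 min dye loading and 20 min compound exposure, both at room temperature | Measure: Ratio B score | Medium: Assay buffer for compound exposure, DMSO matched across wells | Compound dosing: Single-concentration screen | Probe or stimulus: K+/Tl+ depolarizing stimulus | Measured by: Kinetic FluxOR fluorescence, 10 s baseline plus 110 s post-stimulus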
Dyrk1A ADPGlo: blocks rat Dyrk1A kinase activity; hit rate 0.43% among 310,000; inhibition, % at 12.5 µM; AID 504441; Q63470; ADP-Glo luminescence, NFATc1 peptide; in the data active = inhibition above about 50%;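 note: plate controls were vehicle with enzyme for no effect and no enzyme for full effect; many of its hits are not listed in these tables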
KCNK9 block: inhibitors of human KCNK9 two-pore domain potassium channel; hit rate 1.2% among 310,000; AID 488922; HEK293 KCNK9, FluxOR thallium flux fluorescence; stronger effect = lower value; B-score at 10 µM;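 active = ratio B-score over 3 SD below the library mean, with starting fluorescence within 5 SD of its mean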;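 note: negative B-score means less thallium flux so channel inhibition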
Target sequence (Q9NPC2 whole entry, looked up, the tested form may be a part): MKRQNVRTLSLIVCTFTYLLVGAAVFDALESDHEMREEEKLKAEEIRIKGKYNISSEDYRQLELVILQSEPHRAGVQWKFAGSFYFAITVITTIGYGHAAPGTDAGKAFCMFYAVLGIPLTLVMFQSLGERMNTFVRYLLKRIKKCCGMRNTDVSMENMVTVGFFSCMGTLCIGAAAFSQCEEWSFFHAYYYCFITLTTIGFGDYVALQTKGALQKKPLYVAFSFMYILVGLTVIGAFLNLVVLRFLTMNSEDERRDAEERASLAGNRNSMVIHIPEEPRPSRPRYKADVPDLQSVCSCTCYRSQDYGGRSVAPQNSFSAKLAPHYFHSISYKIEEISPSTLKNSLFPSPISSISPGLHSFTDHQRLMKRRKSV
RGS4 pot: potentiators or activators of RGS4 | HEK293 M3R/inducible RGS4, carbachol calcium flux Fluo4; stronger effect = lower value | B-score at 10 µM | hit rate 0.92% among 310,000 | AID 463111;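 active = B-score of the integrated calcium signal more than 4 SD below the library mean, with starting fluorescence not abnormally high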;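 note: negative B-score means reduced calcium response which marks RGS4 activation or potentiation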
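Detection: kinetic calcium fluorescence imaging with Fluo4-AM dye, 2 µM / Material: HEK293 cells with stable M3R and inducible RGS4 / Schedule: recording 10 s baseline at 1 Hz, 100 s post-agonist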
PolyA inhibitor: inhibitors of polyadenylation in S. cerevisiae; calls only at 12 µM; AID 1875; hit rate 0.02% among 300,000; S. cerevisiae SKY197-pL101 polyadenylation reporter, beta-gal luminescence; efflux-impaired pdr1/pdr3 knockout yeast; score 100 = 6 SD above DMSO;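 active = lowest replicate activity score at least 50, where 100 means six control SD above control mean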;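 note: yeast exposed to compound for 9 h at 30 °C; higher score means more reporter readthrough which indicates perturbed polyadenylation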
KCNQ1 inh: inhibitors of human KCNQ1 potassium channel | hit rate 1.3% among 310,000 | AID 2642 | B-score at 10 µM | CHO-K1 KCNQ1, FluxOR thallium flux fluorescence; stronger effect = higher value | P51787;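 active = compounds whose thallium flux B-score, printed positive for inhibition, exceeds three library SD while starting fluorescence stays within three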;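 note: channel opened by potassium depolarization with thallium stimulus after 20 min compound exposure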
KCNK3 block: human KCNK3 channel inhibition, primary screen; CHO-KCNK3 thallium flux, FluxOR fluorescence; stronger effect = lower value; AID 602410; B-score at 10 µM; O14649; hit rate 0.84% among 340,000;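 active = B-score under library mean minus 4 SD, starting fluorescence ratio at most library mean plus 5 SD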;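 note: more negative B-score means stronger inhibition of thallium flux through KCNK3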
GSK3 alpha inh: human GSK-3 alpha kinase inhibition. ADP-Glo luminescence, 60 min. inhibition, % at 10 µM. hit rate 0.1% among 320,000;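 in the data active = inhibition above about 50%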;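 note: GST-tagged GSK-3 alpha with peptide substrate and 25 µM ATP; 0% = DMSO neutral wells and 100% = GW8510 positive control wells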
Target sequence (P49840 whole entry, looked up): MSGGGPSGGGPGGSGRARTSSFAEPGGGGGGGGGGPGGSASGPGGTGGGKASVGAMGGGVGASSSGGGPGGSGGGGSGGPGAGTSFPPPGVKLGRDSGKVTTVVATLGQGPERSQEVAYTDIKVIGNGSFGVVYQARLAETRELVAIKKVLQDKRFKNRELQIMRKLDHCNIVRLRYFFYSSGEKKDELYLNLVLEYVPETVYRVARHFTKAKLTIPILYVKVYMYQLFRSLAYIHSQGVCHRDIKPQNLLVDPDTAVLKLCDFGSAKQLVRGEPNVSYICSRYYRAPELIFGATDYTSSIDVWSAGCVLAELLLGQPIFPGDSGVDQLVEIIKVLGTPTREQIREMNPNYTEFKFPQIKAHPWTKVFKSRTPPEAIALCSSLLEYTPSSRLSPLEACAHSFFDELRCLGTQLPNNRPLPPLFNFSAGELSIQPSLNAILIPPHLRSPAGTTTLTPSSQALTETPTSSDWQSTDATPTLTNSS
An asterisk follows results filed as active; i = inactive; / = not tested or not shown. Only part of the results is shown; the hit share may differ from the screen's.

compound | GSK3B inh | PolyA inhibitor | hERG protect | Dyrk1A ADPGlo | KCNK3 block | GSK3 alpha inh | KCNQ1 act | KCNQ1 inh | KCNK9 block | RGS4 block | RGS4 pot
Cc1ccc(-n2c(Cc3cccs3)nnc2SCC(=O)Nc2ccc(S(N)(=O)=O)cc2)cc1 | -2 | / | -19 | 2 | i | 0 | i | i | i | i | i
CCOC(=O)c1sc2nc(C)nc(N3CCN(c4ncccn4)CC3)c2c1C | 1 | i | -8 | -6 | i | 7 | i | i | i | i | i
CCn1c(SCC(=O)Nc2nc3ccccc3s2)nnc1-c1ccc(OC)cc1 | 4 | i | -7 | -6 | i | 0 | i | i | i | i | i
CCN(CC)S(=O)(=O)c1cc(NC(=O)C(C)N2CCN(c3ccccn3)CC2)ccc1C (configuration not stated) | -1 | i | -5 | / | i | -1 | i | i | i | i | -9.1*
Oc1ccc(/C=N/N2CCN(C3c4ccccc4-c4ccccc43)CC2)cc1 | -3 | i | -11 | 8 | i | 1 | i | i | i | i | i
COc1ccc(-c2noc(CN(C)CCC3CCCCO3)n2)cc1 (configuration not stated) | 3 | i | -5 | -3 | i | -3 | i | i | i | i | i
CCOC(=O)C1(Cc2cccc(OC)c2)CCN(CCO)CC1 | 0 | i | -9 | -2 | i | -3 | i | i | i | i | i
Cc1onc(-c2c(F)cccc2Cl)c1C(N)=S | 2 | i | -4 | -1 | i | -1 | i | i | i | i | i
COc1ccc(N(C)S(=O)(=O)c2cccc(C(=O)NCC(c3ccco3)N3CCCC3)c2)cc1 (configuration not stated) | 1 | i | -13 | 1 | i | -1 | i | i | i | i | i
COc1cc(CCC(=O)Nc2ccc(C)c(S(=O)(=O)N(C)C)c2)cc(OC)c1OC | -1 | i | -7 | -1 | i | 0 | i | i | i | i | i
Cn1c(=O)cc(Cl)[nH]c1=O | 0 | i | -6 | 2 | i | -1 | i | i | i | i | i
CCOc1ccc(NC(=O)C(=S)NC2CCCCC2)cc1 | 0 | i | -10 | -1 | i | -1 | i | i | i | i | i
CC(=C\c1ccccc1)/C=C1/SC(=S)N(CCCC(=O)O)C1=O | 3 | i | -9 | -4 | i | 8 | i | i | i | i | i
Cc1cc(C)cc(N2C(=O)CC(Cn3nc(C)cc3C)C2=O)c1 (configuration not stated) | -4 | i | -1 | / | i | -1 | i | i | i | i | i
CC(C)CCC[C@@H](C)[C@H]1CC[C@H]2[C@@H]3C(=O)C=C4C[C@@H](O)CC[C@]4(C)[C@H]3CC[C@]12C | 2 | i | -6 | -8 | i | -3 | i | i | i | i | i
CCOC(=O)C(=Cc1ccc(Br)cc1)C(=O)OCC | 2 | i | -6 | 5 | i | -1 | i | i | i | i | i

Three entries out of the list, ordered by length of the SMILES, ascending:
compound | GSK3B inh | PolyA inhibitor | hERG protect | Dyrk1A ADPGlo | KCNK3 block | GSK3 alpha inh | KCNQ1 act | KCNQ1 inh | KCNK9 block | RGS4 block | RGS4 pot
CCOC(=O)C(=Cc1ccc(Br)cc1)C(=O)OCC | 2 | i | -6 | 5 | i | -1 | i | i | i | i | i
COc1cc(CCC(=O)Nc2ccc(C)c(S(=O)(=O)N(C)C)c2)cc(OC)c1OC | -1 | i | -7 | -1 | i | 0 | i | i | i | i | i
CC(C)CCC[C@@H](C)[C@H]1CC[C@H]2[C@@H]3C(=O)C=C4C[C@@H](O)CC[C@]4(C)[C@H]3CC[C@]12C | 2 | i | -6 | -8 | i | -3 | i | i | i | i | i

Later entries:
compound | GSK3B inh | PolyA inhibitor | hERG protect | Dyrk1A ADPGlo | KCNK3 block | GSK3 alpha inh | KCNQ1 act | KCNQ1 inh | KCNK9 block | RGS4 block | RGS4 pot
O=C(c1c(Cl)cccc1Cl)N1CCN(c2ncccn2)CC1 | 1 | i | -6 | -4 | i | -1 | i | i | i | i | i
COc1ccc(/C=N/n2c(=O)[nH]c3c([nH]c4ccc(C)cc43)c2=O)cc1CN1CCOCC1 | 1 | i | -8 | 1 | i | / | i | i | i | i | i
CCn1c2ccccc2c2cc(C#N)c(N)nc21 | 1 | i | -7 | / | i | 9 | i | i | i | i | i
COc1cc(/C=C(\C#N)c2nn(CCO)c(N)c2C#N)cc(OC)c1OC | 1 | i | -12 | -2 | i | -1 | i | i | i | i | i
COc1ccc(CC(=O)Nc2ccc(S(=O)(=O)NC(C)C)cc2)cc1 | 0 | i | -7 | -1 | i | -3 | i | i | i | i | i
C[C@@]12CC[C@H]3OC(=O)C=C3C1CC[C@@]13CC(CCC12)[C@](CO)(O[C@H]1O[C@H](CO)[C@@H](O)[C@H](O)[C@H]1O)C3 (some centres not stated) | 0 | i | -6 | -1 | i | 0 | i | i | i | i | i
COc1ccc(-c2cc(C(=O)Nc3ccc(C(N)=O)cc3)c3ccccc3n2)cc1OC | 1 | i | -15 | 4 | i | -4 | i | i | i | i | i
COc1ccc(COC(=O)C2=C(C)NC(=O)NC2c2cccc(Br)c2)cc1 (configuration not stated) | -1 | i | -5 | 37 | i | 8 | i | i | i | i | i
CN(CC(=O)Nc1ccccc1Cl)C(=O)c1ccccc1SCC(=O)N1CCCC1 | -2 | i | -10 | -4 | i | -4 | i | i | i | i | i
COc1ccc(NC(=O)C2CCCN(S(=O)(=O)c3cnc[nH]3)C2)cc1 (configuration not stated) | 1 | i | -2 | 0 | i | -2 | i | i | i | i | i
O=C(O)c1nn2cc(CCO)cnc2c1Cl | -2 | i | -9 | 0 | i | -2 | i | i | i | i | i
CCOC(=O)c1c(C)[nH]c(C)c1S(=O)(=O)NCCc1cccs1 | -1 | i | -12 | -4 | i | 3 | i | i | i | i | i
CC(=O)Nc1ccc(S(=O)(=O)N2CCN(CCN3CCOCC3)CC2)cc1Cl | -20 | i | -6 | 0 | i | -3 | i | i | i | i | i
CN(C(=O)COC(=O)c1ccc(Br)o1)c1c(N)n(Cc2ccccc2)c(=O)[nH]c1=O | 3 | i | -8 | -4 | i | 2 | i | i | i | i | i
CS(=O)(=O)c1ccc(Cl)c(NC(=O)COC(=O)CNC(=O)c2ccccc2)c1 | 1 | i | -7 | -2 | i | -1 | i | i | i | i | i
CCCCNC(=O)c1cccc2c(=O)c(C)c(-c3ccccc3)oc12 | -2 | i | 0 | 1 | i | -1 | i | i | i | i | i
CC/C(=N\NC(=O)c1ccc2c(c1)OCO2)c1ccccc1 | -4 | i | -9 | -5 | i | -3 | i | i | i | i | i
O=C(CSc1ccc(F)cc1)N1CCN(S(=O)(=O)c2ccccc2)CC1 | 0 | i | -1 | 2 | i | -1 | i | i | i | i | i
CC(Sc1nnc(-c2ccccc2)c(-c2ccccc2)n1)C(=O)Nc1ncc(Cl)cc1Cl (configuration not stated) | 3 | i | -12 | -7 | i | 2 | i | i | i | i | i
O=C(O)c1cc(N/N=C/C(Cl)=C/c2ccccc2)ccc1Cl | 5 | i | -5 | -2 | i | -4 | i | i | i | i | i
CCn1cc(C2=NOC(C(=O)Nc3cc(C)nn3-c3ccccc3)C2)c(C)n1 (configuration not stated) | 4 | / | -8 | -2 | i | 0 | i | i | i | i | i
CC(=O)N1c2ccc(S(=O)(=O)N3CCC(C(=O)Nc4ccccn4)CC3)cc2CC1C (configuration not stated) | -1 | i | -9 | -3 | i | 0 | i | i | i | i | i
CCOC(=O)CCC(=O)N1CCNC(=O)C1 | 0 | i | -2 | -2 | i | 3 | i | i | i | i | i
Cc1cccc(OCC(=O)Nc2ccc(NC(=O)c3ccco3)cc2)c1 | 0 | i | -7 | 14 | i | / | i | i | i | i | i
C=CCn1c(SCC(=O)Nc2cc(NC(C)=O)ccc2OC)nnc1-c1ccccn1 | 2 | / | -8 | -9 | i | -3 | i | i | i | i | i
O=C(Nc1ccc2c(c1)OCO2)c1cc2n(n1)C(C(F)(F)F)CC(c1ccccc1)N2 (configuration not stated) | 1 | i | -8 | -3 | i | -1 | i | i | i | i | i
CCO[C@H]1OC(C(=O)N2CCOCC2)=C[C@@H](c2ccccc2)[C@@H]1CCCO | 4 | i | -8 | 9 | i | 0 | i | i | i | i | i
Cc1ccc(C(=O)Cc2cc3ccccc3oc2=O)c(C)c1 | -5 | i | -7 | -4 | i | -10 | i | i | i | i | i
CCCCn1c(N)c(N(CCC(C)C)C(=O)C2CC(=O)N(c3ccc(OC)cc3OC)C2)c(=O)[nH]c1=O (configuration not stated) | 3 | i | -9 | -6 | i | / | i | i | i | i | i
CNc1nc2c(c(=O)n(C)c(=O)n2C)n1Cc1ccccc1 | 4 | i | -8 | 8 | i | -1 | i | i | i | i | i
COc1ccc2[nH]c3c(=O)n(N)c(=O)[nH]c3c2c1 | 0 | i | -2 | 33 | i | 10 | i | i | i | i | i
OC(COc1ccc2cc(Br)ccc2c1)CN1CCCC1 (configuration not stated) | -2 | i | -19 | 16 | i | 3 | i | i | i | i | i
COc1ccc(C(=O)OCC(=O)Nc2ccc(F)cc2F)cc1OC | 3 | i | -8 | -6 | i | -1 | i | i | i | i | i
O=C(COc1ccccc1O)Nc1ccc(Cl)cc1 | -2 | i | -10 | 3 | i | -1 | i | i | i | i | i
C/C(=N/NC(=O)c1cccs1)c1c(C)[nH]n(-c2nc3ccccc3s2)c1=O | 0 | i | -15 | 11 | i | 3 | i | i | i | i | i
COC1OC(COC(=O)c2ccccc2)C(OC(=O)c2ccccc2)C1OC(=O)c1ccccc1 (configuration not stated) | -2 | i | -12 | -4 | i | -1 | i | i | i | i | i
Cc1cc(C)[n+](-c2ccc(Oc3ccccc3)c(S(=O)(=O)[O-])c2)[nH]1 | 11 | i | -10 | 2 | i | -4 | i | i | i | i | i
CCCOc1ccc(N2C(=O)CC(N(Cc3ccc(OC)cc3)C(=S)Nc3ccccc3)C2=O)cc1 (configuration not stated) | 0 | i | -13 | -2 | i | -2 | i | i | i | i | i
Cc1c(N=Cc2cccnc2)c(=O)n(-c2ccccc2)n1C | 1 | i | -2 | 8 | i | 2 | i | i | i | i | i
CC1CC(NC2=NCCS2)CC(C)(C)C1 (configuration not stated) | 0 | i | -6 | 1 | i | -4 | i | i | i | i | i
Cc1cc(Cl)c2oc(C(=O)NCCN3CCOC3=O)c(C)c2c1 | 2 | i | -7 | 0 | i | -2 | i | i | i | i | i
CC[N+](CC)(CC)C/C=C/CN1CCCCC1 | 3 | i | -9 | 8 | i | -5 | i | i | i | i | i
CC1(C)NC(C)(C)/C(=C\c2cccs2)C(=O)C1=O | 1 | i | -17 | 5 | i | -1 | i | i | i | i | i
